# Assay outcomes (PubChem BioAssay)
# D2 ag – activates the human D2 dopamine receptor; P14416; AID 485358; hit rate 0.53% among 340,000; activation, % at 2 µM; HEK293 T-REx D2 cells, calcium flux agonist mode;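 active = activation over 3 SD above normal in the single-dose calcium agonist read, cut at about 30% in these data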; also: 0% is about no effect
#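 Agonism is scored from calcium flux in a force-coupled, inducible HEK293 cell line expressing D2, read kinetically for 180 s after compound addition against dopamine controls.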
# TrxR1 inh – blocks rat thioredoxin reductase 1; O89049; recombinant rTrxR1, NADPH fluorescence consumption, selenite substrate; Potency, µM (doses to about 114 µM), inactives show top-dose activity change, negative = inhibition, hits mostly inhibitors; hit rate 1% among 390,000; AID 588453; also: potency is read from the fitted curve at half-maximal effect; % is scaled to controls: 0 for no effect and ±100 for the full control effect; nearly all actives have a fitted effect of over 65% in size
# Target sequence (O89049 whole entry, looked up): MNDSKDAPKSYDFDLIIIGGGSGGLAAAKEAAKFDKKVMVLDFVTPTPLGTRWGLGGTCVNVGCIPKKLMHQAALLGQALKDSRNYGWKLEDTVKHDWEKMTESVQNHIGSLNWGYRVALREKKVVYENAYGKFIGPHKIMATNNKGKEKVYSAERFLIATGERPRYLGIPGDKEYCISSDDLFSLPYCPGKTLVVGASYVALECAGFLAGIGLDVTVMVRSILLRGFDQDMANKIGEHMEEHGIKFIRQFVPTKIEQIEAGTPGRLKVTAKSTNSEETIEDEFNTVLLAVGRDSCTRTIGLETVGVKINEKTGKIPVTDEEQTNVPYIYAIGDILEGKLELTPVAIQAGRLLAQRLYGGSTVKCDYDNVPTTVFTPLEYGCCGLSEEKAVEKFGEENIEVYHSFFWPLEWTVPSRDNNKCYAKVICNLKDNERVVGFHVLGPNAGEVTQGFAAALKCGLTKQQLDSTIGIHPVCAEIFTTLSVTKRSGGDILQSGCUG
#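 Rat TrxR1 (90 nM in the dispensed reagent) was pre-reduced with 400 uM NADPH for 5 min at room temperature, then incubated with compound for 15 min. After 400 uM selenite was added, NADPH fluorescence (Ex 340/Em 450 nm) was followed for 8 min.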
# PI4K2A inh – inhibitors of human PI4K2A; AID 1346378; purified PI4K2A, ADP-Glo luminescence, 1 h; active compounds read low; activity change, negative = inhibition, % at 76.9 µM; hit rate 0.13% among 420,000; in the data active = activity change below about -50%; inconclusive = mostly about -30% to -49%;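 also: -100% = wells without enzyme as full effect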
# Target sequence (Q9BTU6 whole entry, looked up): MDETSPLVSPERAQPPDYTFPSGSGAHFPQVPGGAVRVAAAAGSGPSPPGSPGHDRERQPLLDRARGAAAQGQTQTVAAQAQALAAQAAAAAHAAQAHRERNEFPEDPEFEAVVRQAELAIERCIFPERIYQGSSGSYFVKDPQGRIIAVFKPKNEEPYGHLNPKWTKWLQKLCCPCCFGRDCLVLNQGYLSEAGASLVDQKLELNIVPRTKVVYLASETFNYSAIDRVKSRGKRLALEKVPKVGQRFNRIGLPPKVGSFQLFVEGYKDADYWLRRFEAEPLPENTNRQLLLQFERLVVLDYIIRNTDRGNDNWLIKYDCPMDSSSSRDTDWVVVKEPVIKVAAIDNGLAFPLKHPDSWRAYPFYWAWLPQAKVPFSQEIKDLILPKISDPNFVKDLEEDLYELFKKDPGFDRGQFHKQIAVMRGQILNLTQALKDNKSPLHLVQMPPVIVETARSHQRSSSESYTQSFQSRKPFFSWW
#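 Compounds are screened against recombinant PI4K2A using PI as substrate and ATP, the latter dispensed at 300 microM. Reactions run one hour at ambient temperature before ADP-Glo detection; full inhibition defined by wells lacking enzyme.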
# D2 antag – D2 dopamine receptor (human) antagonism. HEK293 TREx D2 cells, calcium flux, dopamine EC80. hit rate 2% among 340,000. P14416. AID 485344. inhibition, % at 10 µM; in the data active = inhibition above about 30%; also: 0% is about no effect
#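 Tetracycline-induced HEK293 TREx cells expressing D2 receptor forced-coupled to calcium signalling, loaded with no-wash calcium dye. Compounds added and calcium flux read 180 s, then dopamine added at EC80 and read a further 180 s.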
# USP1 inh – USP1/UAF1 (human) deubiquitinase inhibition; O94782; recombinant USP1/UAF1, Ub-Rhodamine cleavage fluorescence; Potency, µM (doses to about 57.1 µM), without a hit: at the top dose activity change, negative = inhibition, actives largely listed as inhibitors; hit rate 0.23% among 390,000; also: potency is read from the fitted curve at half-maximal effect; % is scaled to controls: 0 for no effect and ±100 for the full control effect; nearly all actives have a fitted effect of over 60% in size; inactives centre near -12
#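 Step one: compound is pinned into 1nM USP1/UAF1 in HEPES pH 7.8 buffer with TCEP. Step two: 15 min room-temperature incubation. Step three: Ub-Rho (150nM final) starts cleavage, tracked by fluorescence over six one-minute reads.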
# TrxR1 substrate – substrates of rat thioredoxin reductase 1 | O89049 | purified TrxR1 substrate turnover, NADPH consumption readout | Potency, µM (doses to about 114 µM), without a hit: at the top dose activity change, negative = substrate turnover | hit rate 0.01% among 390,000 | AID 588456; also: potency is read from the fitted curve at half-maximal effect; % is scaled to controls: 0 for no effect and ±100 for the full control effect; nearly all actives have a fitted effect of over 50% in size
#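 Rat TrxR1, dispensed at 90 nM, was prereduced with 400 uM NADPH (final) for 5 min at ~22 deg C, then incubated with compound 15 min before 400 uM selenite. A first-read NADPH fluorescence drop versus no-compound background flagged substrates.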
# TRHR enhancer – allosterically enhances the human TRH receptor. P34981. TRHR cells, fluo-8 calcium fluorescence, EC20 TRH enhancement. enhancement, % at 2 µM. hit rate 0.66% among 360,000; in the data active = enhancement above about 30%; also: 0% is about no effect
#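 TRHR-expressing cells loaded with fluo-8 calcium dye were read kinetically (ex 480/em 530) during compound addition, then stimulated with an EC20 of TRH (10 nM final). Enhancement of the Gq-mediated intracellular calcium response was scored.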
# IDH1 R132H inh – blocks human mutant IDH1 R132H enzyme. O75874. IDH1-R132H enzyme, NADPH consumption, diaphorase/resazurin fluorescence. Potency, µM (highest dose often 76.6 µM), for the others: at the highest dose activity change, negative = inhibition, most hits filed as inhibitors. hit rate 0.093% among 390,000. AID 602179; also: potency is read from the fitted curve at half-maximal effect; % is scaled to controls: 0 for no effect and ±100 for the full control effect; nearly all actives have a fitted effect of over 65% in size
#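 IDH1-R132H (0.5 ug/mL dispensed) in pH 7.5 Tris buffer was preincubated 30 min with compound, then given a substrate mix of 0.016 mM NADPH and 2 mM alpha-KG for 80 min at room temperature; remaining NADPH was read by diaphorase/resazurin fluorescence.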
# TRHR ag – agonists of human TRH receptor. hit rate 0.18% among 360,000. TRHR cells, calcium flux fluo-8, FDSS agonist mode. AID 493084. P34981. activation, % at 2 µM; in the data active = activation above about 30%; also: 0% is about no effect
#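 TRHR-expressing cells, plated overnight in medium with 10% serum, were loaded with fluo-8 calcium dye at room temperature. After a 10 s baseline, library compound was pin-added and calcium release was recorded kinetically (ex 480/em 530) as agonist response.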
# * = called active by the depositor; u = inconclusive; x = no result given; [ ] = dose if it differs, or a comment. Unless noted, calls follow the shape of the dose curve; as a rule, active = well fitted inhibition curve with a large enough effect; inconclusive = small, poorly fitted or top-dose-only effect; inactive = no such curve, though single readings can be large or run the other way.
SMILES,D2 ag,TrxR1 inh,PI4K2A inh,D2 antag,USP1 inh,TrxR1 substrate,TRHR enhancer,IDH1 R132H inh,TRHR ag
Cc1ccc([N+](=O)[O-])cc1/C=N/Nc1nnnn1-c1ccccc1,-0.1,23%,1,-11,-14%,8%,7,7%,-0.1
COc1cc(OC)c2c(-c3cccc(-c4ccc(O)cc4)c3)cc(=O)oc2c1,x,2%,1,x,-6%,-1%,x,3%,x
CCN(CC(=O)NC(C)C)C(=O)c1ccc(Cl)cc1,1.6,-6%,1,-14,0%,0%,3,1%,0.9
CSCCC(NS(=O)(=O)c1ccccc1F)C(=O)Nc1ccncc1 (stereo unspecified),0.2,10%,-1,-21,-19%,0%,-4,2%,0.2
O=C(CCCN1C(=O)/C(=C\c2cccs2)SC1=S)NNC(=O)c1ccncc1,0.0,14%[11.4 µM],0,1,-7%,7%[57.1 µM],4,14%,-0.4
O=C(Nc1cc(C(F)(F)F)ccc1Cl)c1ccncc1,-0.4,12%[57.1 µM],2,15,-15%,6%[57.1 µM],1,21%,0.6
CC1CCN(c2c([N+](=O)[O-])nn(-c3ccc4c(c3)OCCO4)[n+]2[O-])CC1,0.1,2%,-4,-2,-20%,-7%,0,4%,-0.6
CC(=O)Nc1ccccc1NS(=O)(=O)c1ccc(Cl)cc1,-0.8,12%,-2,-6,-15%,7%,-1,-1%,0.0
CC(C)(C)OC(=O)N1CCC(C(=O)Nc2cccc(C(=O)N3CCOCC3)c2)CC1,x,7%,0,x,-27%,0%,x,-2%,x
CC(C)(C)c1cc(Cc2ccccc2)[nH]n1,-0.3,6%,6,3,-11%,13%[57.1 µM],1,10%,0.1
Cc1ccc2oc(-c3ccc(C)c(NC(=O)C(C)(C)Oc4ccc(Cl)cc4)c3)nc2c1,x,40%[activator],2,x,-13%,32%,2,-5%,0.8
C/C(CC(=O)Nc1ccccc1C(F)(F)F)=N\NC(=O)c1cnccn1,x,-16%,-3,x,-11%,1%,x,8%,x
O=C(CNCc1ccc(F)cc1)Nc1ccccc1[N+](=O)[O-],0.1,6%[57.1 µM],0,14,-15%,-4%[57.1 µM],-16,2%,-0.2
C=C(C)COc1ccc2oc(C)c(C(=O)OCCOC)c2c1,0.2,6%,2,13,-5%,-4%,-6,15%,0.3
Cc1ccc(SCC(=O)OC(C)C(=O)NC2(C#N)CCCCC2)cc1 (stereo unspecified),-0.7,-2%,-4,-8,-3%,-2%,0,1%,-0.7
Cc1c(NC(=O)Nc2ccccc2)cccc1[N+](=O)[O-],0.7,-7%,0,0,-4%,-8%,-5,3%,1.0
COC(=O)c1ccc(C2N=C(c3cccs3)CC(c3ccccc3O)N2)cc1 (stereo unspecified),2.5,-55%,3,3,-15%,7%[57.1 µM],-5,0%,0.4
CC(=O)C1=C(C)N(CC2CC2)C(=O)N[C@H]1c1cccs1,0.1,4%[57.1 µM],0,-4,-11%,1%[57.1 µM],8,0%,0.0
Cc1ccc(COC(=O)CN2C(=O)NC3(CCCCC3C)C2=O)cc1 (stereo unspecified),0.5,-7%[57.1 µM],-11,5,-11%,-5%[57.1 µM],-9,0%,-0.1
CC(C)C(=O)N[C@@H]1c2ccccc2CC[C@@H]1OCc1ccccc1,x,14%,4,x,-23%,-2%,x,2%,x
CCC(C)[C@H](NC(=O)Nc1ccc(S(N)(=O)=O)cc1)C(=O)OC (stereo partly specified),0.6,15%,-2,-4,-9%,3%,3,-8%,0.1
CCc1ccc(N2C(=O)c3cc(N4CCOCC4)c([N+](=O)[O-])cc3C2=O)cc1,0.9,x,x,1,x,x,5,x,0.9
CCOC(=O)c1cc2c(=O)n3ccccc3nc2n(C)c1=NC(=O)c1c(-c2ccccc2Cl)noc1C,0.2,25%,3,x,-5%,15%,1,4%,-0.5
Cc1cc(=O)oc2c(C)c(OC(C)C(=O)NC(Cc3c[nH]c4ccc(O)cc34)C(=O)O)ccc12 (stereo unspecified),0.4,8%,-3,10,-11%,7%,-2,-6%,0.3
COc1ccc(CNc2ccncc2)c(OC)c1OC,x,0%,5,x,-11%,3%,x,-5%,x
CCCN(CC(=O)Nc1ccccc1C)C(=O)c1ccc(N2CCCC2)c([N+](=O)[O-])c1,0.8,-1%,-1,-9,-18%,1%,-2,2%,-0.4
CN1CCOc2cc(S(=O)(=O)Nc3ccc(F)cc3)ccc21,0.0,10%[57.1 µM],-3,-14,-27%,6%[57.1 µM],5,5%,1.4
CSc1ccc(C(=S)N2CCN(Cc3ccccc3)CC2)cc1,-0.7,-5%,-7,14,-10%,-6%,-4,-5%,-0.5
Fc1ccc(Nc2ncnc3ccccc23)cc1,-2.8,13%[57.1 µM],-1,5,-17%,-3%[57.1 µM],8,11%,-1.8
O=C1C=C(NCc2ccc(Cl)cc2Cl)C2(CCCCC2)O1,2.3,20%,-3,-3,-27%,-8%,-8,0%,1.2
COCCn1c(SCc2cccc(F)c2)nc2cc(C(=O)OC)ccc2c1=O,1.6,30%,-2,-21,-17%,3%,3,15%,0.6
C/C(CC(=O)Nc1ccccn1)=N\NC(=O)c1ccc([N+](=O)[O-])cc1Cl,4.3,5%[57.1 µM],-17,-5,-22%,8%[57.1 µM],0,0%,-0.3
CC(Oc1ccc(Cl)cc1Cl)C(=O)NCCN1CCOCC1 (stereo unspecified),0.3,9%[57.1 µM],13,-8,-14%,5%[57.1 µM],0,2%,-0.7
CCCC1C(c2ccccc2)C(C#N)(C#N)C2(C#N)CC1(N)NC2=O (stereo unspecified),0.1,u,3,7,10%,-2%,0,-2%,0.2
COc1ccc(Br)cc1S(=O)(=O)Nc1ccc(Cl)cn1,-0.2,20%[57.1 µM],-4,-10,-3%,13%[57.1 µM],-3,2%,0.3
Cc1ccc(NC(=O)CSc2nnc(CSc3nc(C)cc(C)n3)n2Cc2ccco2)c(C)c1,-0.4,13%[57.1 µM],-3,-6,-18%,19%[57.1 µM],3,13%,-0.7
Nc1cccc2c1C(=O)N(C(=O)/C=C/c1cccc(Br)c1)C2=O,-0.7,20µM*,34,0,u,8%,1,0%,-1.5
N#Cc1ccccc1Cn1c(-c2cscn2)nc2ccccc21,0.8,-1%,-2,9,-22%,-5%,2,3%,-1.5
Fc1ccc(-c2noc(C3CCN(Cc4cccnc4)CC3)n2)cc1,0.1,3%,0,17,-16%,2%,-3,0%,2.0
CCOCCCNS(=O)(=O)c1ccc2c(c1)CCN2C(=O)CC,17,-8%,-4,-23,-24%,-9%,2,-1%,0.3

# Whole records, quoted from the list. Order of values: D2 ag	TrxR1 inh	PI4K2A inh	D2 antag	USP1 inh	TrxR1 substrate	TRHR enhancer	IDH1 R132H inh	TRHR ag
# COc1ccc(Br)cc1S(=O)(=O)Nc1ccc(Cl)cn1 reads -0.2	20%[57.1 µM]	-4	-10	-3%	13%[57.1 µM]	-3	2%	0.3
# CCOC(=O)c1cc2c(=O)n3ccccc3nc2n(C)c1=NC(=O)c1c(-c2ccccc2Cl)noc1C reads 0.2	25%	3	x	-5%	15%	1	4%	-0.5
# Cc1ccc2oc(-c3ccc(C)c(NC(=O)C(C)(C)Oc4ccc(Cl)cc4)c3)nc2c1 reads x	40%[activator]	2	x	-13%	32%	2	-5%	0.8
# CCN(CC(=O)NC(C)C)C(=O)c1ccc(Cl)cc1 reads 1.6	-6%	1	-14	0%	0%	3	1%	0.9
# CCC(C)[C@H](NC(=O)Nc1ccc(S(N)(=O)=O)cc1)C(=O)OC (stereo partly specified) reads 0.6	15%	-2	-4	-9%	3%	3	-8%	0.1

# New compounds follow:
SMILES,D2 ag,TrxR1 inh,PI4K2A inh,D2 antag,USP1 inh,TrxR1 substrate,TRHR enhancer,IDH1 R132H inh,TRHR ag
O=C(NC1CCCCC1)c1cc([N+](=O)[O-])[nH]n1,x,-15%,-4,x,-14%,-12%,13,9%,-0.3
COc1ccccc1NS(=O)(=O)c1cccc(C(=O)NN=C2CCCC2)c1,1.8,6%,-5,-18,-20%,-1%,5,5%,-0.3
O=C(c1ccc(-c2cc3ccccc3oc2=O)cc1)N1CCN(c2ccc(Cl)cc2[N+](=O)[O-])CC1,1.8,1%,-4,-7,-24%,-4%,-3,3%,-0.3
O=C(Nc1ccc2c(c1)OCO2)C1CCCN1C(=O)NCc1ccccc1 (stereo unspecified),0.2,-5%,-10,-21,-15%,-5%,2,5%,0.6
COc1cccc(C(=O)NCCS(=O)(=O)NCCCc2ccccc2)c1,0.1,0%,-1,-6,-15%,-5%,6,2%,0.0
COC(=O)c1ccccc1NC(=O)c1ncoc1-c1ccco1,1.9,12%[57.1 µM],-6,x,-1%,3%[57.1 µM],3,1%,1.2
COc1ccc(NC(=O)C2(c3cccs3)CCOCC2)cc1Cl,1.0,-23%[57.1 µM],0,x,-27%,-14%[57.1 µM],3,24%,0.8
CCn1cc(C(=O)NNC(=O)c2ccc(Cl)cc2)c(=O)c2ccc(C)nc21,0.3,x,x,-29,x,x,2,x,-1.0
CCOc1ccc(C(=O)OCC(=O)NC2CCCC2)cc1OCC,-3.1,3%[57.1 µM],1,0,2%,6%[57.1 µM],5,0%,-0.4
CCCN(CC(=O)Nc1cc(C)on1)CC(=O)Nc1ccccc1C,0.0,-13%,-6,18,-11%,-17%,-4,5%,0.0
CCCCn1c(N)c(NCC)c(=O)[nH]c1=O,0.3,18%,-12,-13,-23%,38%[activator],1,-7%,0.6
COc1ccc(-c2n[nH]c(=S)n2-c2ccc3c(c2)OCCO3)cc1OC,x,-12%,-1,x,-21%,8%,2,7%,-0.3
O=C(COC(=O)Cn1cnc2ccccc21)Nc1ccc(F)c(F)c1,x,17%,-1,x,-11%,12%[57.1 µM],x,5%,x
O=C(CSc1c2c(nc3cc(Cl)ccc13)CCCC2)NCCCN1CCOCC1,x,0%,3,-6,-26%,0%,1,4%,-0.1
